hcGAS lum: inhibitors of human cGAS. recombinant h-cGAS, ATP depletion, Kinase-Glo luminescence. inhibition, % at 12.5 µM. 290,000 tested, 0.081% active. AID 1259398;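 note: 0% = vehicle reaction and 100% = reaction without DNA for no activity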
Target sequence (Q8N884 whole entry, looked up): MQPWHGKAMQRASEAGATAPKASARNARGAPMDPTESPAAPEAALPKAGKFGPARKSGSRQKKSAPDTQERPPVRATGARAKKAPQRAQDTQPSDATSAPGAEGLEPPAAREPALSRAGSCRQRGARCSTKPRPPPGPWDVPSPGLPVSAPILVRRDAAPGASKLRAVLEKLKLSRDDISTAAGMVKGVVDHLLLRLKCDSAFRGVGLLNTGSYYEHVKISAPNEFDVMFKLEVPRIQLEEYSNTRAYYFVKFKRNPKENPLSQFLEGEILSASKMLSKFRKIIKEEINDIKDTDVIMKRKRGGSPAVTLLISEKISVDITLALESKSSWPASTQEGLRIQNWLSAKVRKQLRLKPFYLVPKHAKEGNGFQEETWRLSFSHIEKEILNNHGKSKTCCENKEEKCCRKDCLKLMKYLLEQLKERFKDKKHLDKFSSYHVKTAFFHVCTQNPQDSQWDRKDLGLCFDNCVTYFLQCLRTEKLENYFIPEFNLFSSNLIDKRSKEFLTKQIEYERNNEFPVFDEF
mcGAS lum: mouse cGAS inhibition by luminescence | Q8C6L5 | recombinant cGAS, Kinase-Glo ATP depletion luminescence | inhibition, % at 12.5 µM | 160,000 tested, 0.15% active | AID 1259399;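 note: 0% = negative control wells and 100% = reference inhibitor with no enzyme activity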
NPYLR7 agonist: activates Aedes aegypti NPYLR7 receptor; HEK293T NPYLR7/Galpha15, GCaMP6s calcium fluorescence; activation, % at 10 µM; 270,000 tested, 0.15% active; in the data active = activation above about 40%;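 note: 0% = vehicle and 100% = reference agonist at the receptor; some compounds past the cut are filed as inactive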
* = called active by the depositor; . = not tested or not shown; & = joins results of further samples. Cut-off read from the data, not from the text of the source, unless noted: active = inhibition above about 40%; inactive = the rest.

SMILES	hcGAS lum	mcGAS lum	NPYLR7 agonist
CC(C)(C)OC(=O)NC(C)(C)C(=O)NCc1ccc(-n2cccn2)cc1	-7.3	.	1.3
Cc1cc(C)n(CC2(CNC(=O)CN3CCCN(C)CC3)CC2)n1	-0.6	3.2	-2.4
CCC(=O)N1CCN(c2cccc(Cl)c2)C(=O)C1C (stereo not given)	-2.9	-3.6	-2.3
Cn1c(=O)[nH]c(=O)c2c1nc(N1CCN(Cc3ccccc3)CC1)n2CCSc1ncccn1	-7.4	.	0.3
COc1cccc(CNC(=O)N2CCN(c3ncccc3C(=O)NCc3ccc4c(c3)OCO4)CC2)c1	2.8	-0.5	-0.5
CCCN1CCC(C)(C(=O)Nc2cccc(Oc3ccccc3)c2)C1 (stereo not given)	-2.0	.	2.9
CCOc1ccccc1C1NC(=O)N(C)C(C)=C1C(=O)OCCOc1ccccc1 (stereo not given)	-5.1	.	-6.4
O=C(/C=C/c1ccc(OC(F)F)cc1)Nc1nncs1	-5.2	.	9.0
Cc1nc(N2CCN(C(=O)c3c[nH]c4ccccc34)CC2)cc(-n2ccnc2)n1	-5.5	-10.0	-15.5
Cc1ccccc1S(=O)(=O)NC(=O)C1(C)CCN1C(=O)c1c(C)noc1C (stereo not given)	-10.0	.	1.2
CCCCN(C1CCS(=O)(=O)C1)S(=O)(=O)c1ccc(Cl)c(Cl)c1 (stereo not given)	-5.1	.	-0.3
CCc1c(C)nn(CC(=O)N[C@@H]2CC[C@@H](N)C2)c1C	-5.5	.	-3.6
CC(C)(O)C#Cc1cccc(C(=O)N2CCNC(=O)C2c2ccc(F)cc2)c1 (stereo not given)	-4.5	-11.4	15.9
COC(=O)c1ccc(C=NNc2ncnc3sc4c(c23)CCCC4)cc1	-3.2	-2.0	1.3
Cn1cccc(C(=O)Nc2ccc3c(c2)N(C(=O)C(C)(C)C)CC3)c1=O	-6.7	-6.3	1.8
O=C(c1cc2cc(Cl)ccc2[nH]1)N1CCC(Oc2ccccc2)CC1	-3.0	.	6.3
CN1CCC(NC(=O)C2CCN(c3nccc(Nc4ccccc4)n3)CC2)CC1	-2.7	-1.5	-0.8
CNC(=O)[C@H]1CN(C(=O)CCc2ccccc2)[C@]2(C)C(=O)N(C)c3ccccc3[C@H]12	-5.1	-5.4	21.7
C=CCn1c(N2CCCC(C)C2)nc2c1c(=O)n(C)c(=O)n2C (stereo not given)	-10.8	-8.3	.
COc1cc2oc3ccccc3c2cc1N(CC(=O)N(C)C)S(=O)(=O)c1ccccc1	2.1	.	4.6
COC(=O)Cc1cc(C2CCN(C(=O)c3nc4c(s3)CCCC4)CC2)n[nH]1	-9.7	-11.9	19.6
Cc1ccc(-c2cnn(C(C)(C)C(=O)NC3CCCCC3)c2)c(C)c1	-5.7	-8.5	12.9
COc1ccc(NC(=O)NNc2cc(N3CCOCC3)nc(N3CCOCC3)n2)cc1	-2.5	-6.2	-3.9
Cc1[nH]cnc1CN(Cc1nccn1C)C1CC1	-6.0	.	7.8
Cc1c(Cl)cccc1OCC(=O)NCc1ccon1	-4.3	.	-1.7
Carrying on.
SMILES	hcGAS lum	mcGAS lum	NPYLR7 agonist
COc1ccc(CN(Cc2ccco2)C(=O)c2ccc(Cl)cc2)cc1OCc1nc(CO)cs1	-2.9	-3.4	13.0
CC(C)(C)S(=O)CCNC(=O)Cc1ccco1 (stereo not given)	-18.7	.	-0.1
COc1cccc(Nc2nccc3c2cc(-c2ccc(C(=O)N(C)C)cc2)n3C)c1	0.4	-6.6	5.6
Cc1ncsc1CCCn1ccnc1-c1ccc(S(C)(=O)=O)cc1	-6.3	-15.7	10.0
O=C(COC(=O)c1ncc(Cl)c(Cl)c1Cl)c1ccc(Cl)s1	-5.2	.	-1.5
CCOCCCn1c(=N)c(C(=O)OCC)cc2c(=O)n3ccccc3nc21	-5.9	.	1.8
O=C1c2ccc(-c3nc4ccc(Br)cc4c(=O)o3)cc2C(=O)N1CC1CCCO1 (stereo not given)	-2.9	-5.2	9.3
Cc1cc(C(C)(C)C)c(O)c(C)c1CC1=NCCN1	-2.3&-6.4&-2.1&-7.1	-4.5&-3.7	-9.2&-5.7&0.0&5.0
NC(=O)CN1CCCN(C(=O)c2ccc(-c3ccc(F)cc3)s2)CC1	-2.4	.	3.4
CC1(C)Cc2cc(C(=O)O)sc2-c2ccccc21	-2.8	.	3.3
Cc1ccn2cc(C(=O)N(Cc3ccc(F)cc3)CC3CCCO3)nc2c1 (stereo not given)	-3.9	.	8.2
COc1ccc(N2CCN(c3ncnc4c3cnn4CCNC(=O)c3ccco3)CC2)cc1	-3.6	0.6	-2.3
COc1cccc(-c2nnc(SCc3ccc(C(=O)NCc4ccco4)cc3)n2-c2ccccc2OC)c1	-12.7	-4.0	15.5
CCN(CCO)c1ccc(Nc2cc(-c3ccc(-c4ccccc4)cc3)ncn2)cc1	-7.7	.	11.0
CCc1cc(C(C)NC(=O)C2(c3ccccc3F)CC2)on1 (stereo not given)	-6.1	-9.4	-2.7
COCCN1CC(C)(C)CN(C(=O)c2ccc(SC)cc2)CC1=O	0.1	-4.7	24.1
COc1ccc(OCC2CN(C(=O)c3ccc(OC(F)F)cc3)CCO2)cc1 (stereo not given)	-4.0	.	29.8
CN(CCC#N)C(=O)CSc1nc2ccccc2c(=O)n1C1CC1	-5.9	.	1.5
Cc1ccc2nc(C)n(C3CCN(C(=O)CCc4ccccc4C)CC3)c2c1	-4.2	-3.7	.
CCN(Cc1ccc(-c2ccccn2)cc1)C1CCS(=O)(=O)C1 (stereo not given)	-1.3	-9.0	20.5
COc1cccc(CN2CCCn3cccc3C2c2ccc(F)cc2)c1 (stereo not given)	-6.1	-6.3	-11.1
Cc1cccc(Cn2c(=O)c(C(=O)NCc3ccco3)nn(-c3ccc(C)c(F)c3)c2=O)c1	-3.5	-8.0	3.3
CCCCCCCCCCCCCCCC(=O)Nc1ccc2[nH]cc(CCN3CCCC3)c2c1	3.5	-7.4	16.4
Cn1ccccc1=NCCc1c[nH]c2ccccc12	-5.6	.	2.2
COc1ccc(-c2nc(C)ncc2C)cc1Cl	-1.2	-13.4	5.2

23 of these compounds in another layout:
smiles | hcGAS lum | mcGAS lum | NPYLR7 agonist
Cc1c(Cl)cccc1OCC(=O)NCc1ccon1 | -4.3 | . | -1.7
COc1ccc(CN(Cc2ccco2)C(=O)c2ccc(Cl)cc2)cc1OCc1nc(CO)cs1 | -2.9 | -3.4 | 13.0
CC(C)(C)S(=O)CCNC(=O)Cc1ccco1 (stereo not given) | -18.7 | . | -0.1
COc1cccc(Nc2nccc3c2cc(-c2ccc(C(=O)N(C)C)cc2)n3C)c1 | 0.4 | -6.6 | 5.6
Cc1ncsc1CCCn1ccnc1-c1ccc(S(C)(=O)=O)cc1 | -6.3 | -15.7 | 10.0
O=C(COC(=O)c1ncc(Cl)c(Cl)c1Cl)c1ccc(Cl)s1 | -5.2 | . | -1.5
CCOCCCn1c(=N)c(C(=O)OCC)cc2c(=O)n3ccccc3nc21 | -5.9 | . | 1.8
O=C1c2ccc(-c3nc4ccc(Br)cc4c(=O)o3)cc2C(=O)N1CC1CCCO1 (stereo not given) | -2.9 | -5.2 | 9.3
Cc1cc(C(C)(C)C)c(O)c(C)c1CC1=NCCN1 | -2.3&-6.4&-2.1&-7.1 | -4.5&-3.7 | -9.2&-5.7&0.0&5.0
NC(=O)CN1CCCN(C(=O)c2ccc(-c3ccc(F)cc3)s2)CC1 | -2.4 | . | 3.4
CC1(C)Cc2cc(C(=O)O)sc2-c2ccccc21 | -2.8 | . | 3.3
Cc1ccn2cc(C(=O)N(Cc3ccc(F)cc3)CC3CCCO3)nc2c1 (stereo not given) | -3.9 | . | 8.2
COc1ccc(N2CCN(c3ncnc4c3cnn4CCNC(=O)c3ccco3)CC2)cc1 | -3.6 | 0.6 | -2.3
COc1cccc(-c2nnc(SCc3ccc(C(=O)NCc4ccco4)cc3)n2-c2ccccc2OC)c1 | -12.7 | -4.0 | 15.5
CCN(CCO)c1ccc(Nc2cc(-c3ccc(-c4ccccc4)cc3)ncn2)cc1 | -7.7 | . | 11.0
CCc1cc(C(C)NC(=O)C2(c3ccccc3F)CC2)on1 (stereo not given) | -6.1 | -9.4 | -2.7
COCCN1CC(C)(C)CN(C(=O)c2ccc(SC)cc2)CC1=O | 0.1 | -4.7 | 24.1
COc1ccc(OCC2CN(C(=O)c3ccc(OC(F)F)cc3)CCO2)cc1 (stereo not given) | -4.0 | . | 29.8
CN(CCC#N)C(=O)CSc1nc2ccccc2c(=O)n1C1CC1 | -5.9 | . | 1.5
Cc1ccc2nc(C)n(C3CCN(C(=O)CCc4ccccc4C)CC3)c2c1 | -4.2 | -3.7 | .
CCN(Cc1ccc(-c2ccccn2)cc1)C1CCS(=O)(=O)C1 (stereo not given) | -1.3 | -9.0 | 20.5
COc1cccc(CN2CCCn3cccc3C2c2ccc(F)cc2)c1 (stereo not given) | -6.1 | -6.3 | -11.1
Cc1cccc(Cn2c(=O)c(C(=O)NCc3ccco3)nn(-c3ccc(C)c(F)c3)c2=O)c1 | -3.5 | -8.0 | 3.3

Continuation.
SMILES	hcGAS lum	mcGAS lum	NPYLR7 agonist
COc1cccc(CNC(=O)C(=O)Nc2ccc3c(c2)CCCN3C(=O)c2cccs2)c1	-4.6	.	11.2
C=CCN(Cc1nc(-c2ccccc2)no1)C(=O)[C@H](N)c1ccccc1	-5.3	.	11.1
CCN(CC)C(=O)CN1CCN(C(=O)c2cn(C(C)C)cc3c(=O)n(-c4ccccc4)nc2-3)CC1	-5.0	-6.2	-4.3
Cc1cc(C=C2C(=O)OC(C)(C)OC2=O)c(C)n1-c1cc(C(F)(F)F)ccc1Cl	-3.9	-6.6	-2.2
COc1ccc(C(C)NC(=O)C2CCN(CCOc3ccc(Cl)cc3)CC2)cc1OC (stereo not given)	2.5	0.5	-8.2
COc1cccc(C(=O)N(CC(=O)N(CCc2c[nH]c3ccccc23)Cc2ccc(OC)c(OC)c2)C2CC2)c1	0.8	-3.9	21.8
COc1ccc2c(c1)OC/C(=C\c1ccc(OC)c(O)c1)C2=O	-7.2	45.7*	.
Cc1nn(C(=O)c2nn(C)cc2Br)cc1[N+](=O)[O-]	3.2	0.5	2.9
C=CCN(CC=C)C(=O)c1ccc(-c2ccc(OCC)cc2)s1	-4.3	-5.8	18.0
CCOC(=O)c1c(SCC(=O)c2ccccc2)nc(=O)[nH]c1C	-8.4	-8.5	5.2
Cc1cccc(Cn2c(C)c(C)c(C)c2C(=O)N2CCN(c3ccccc3C)CC2)c1	-7.1	-4.6	33.0
Cc1ccc(S(=O)(=O)Nc2cc(S(=O)(=O)N(C)C)ccc2N(C)C)c(C)c1	3.3	1.5	-0.7
O=c1oc(-c2cc([N+](=O)[O-])ccc2Cl)nc2ccccc12	1.8	3.1	-11.6
COC(=O)c1cc(-c2ccco2)nc2c1c(-c1cccs1)nn2C1CCS(=O)(=O)C1 (stereo not given)	-6.8	.	10.8
O=C(Nc1ccnn1Cc1cccs1)c1ccc(Br)s1	5.7	.	1.8
CN(Cc1ccc(Cl)c(Cl)c1)C(=O)c1csc(-c2cccs2)n1	-3.2	.	4.9
CCN(CC)Cc1cc(C2CC(=O)Nc3cc(O)c(C)cc32)ccc1OC (stereo not given)	-3.8	-12.7	.
CC1(C(=O)NC2CCc3ccccc32)CCN1Cc1ccc2c(c1)OCCO2 (stereo not given)	-5.0	.	5.7
CC(C)c1cc(NC(=O)c2cccc(CN(C)CCO)c2)n(C)n1	-3.8	.	2.2
NC(=O)C(Sc1ncc2ccccn12)c1ccccc1 (stereo not given)	-12.6	.	4.1
CCNC(=O)NC(=O)C(Sc1ccccn1)c1ccccc1 (stereo not given)	8.4	.	-0.7
O=C(c1ccc[nH]1)N1CCc2onc(-c3ccccc3F)c2C1	-8.0	.	3.2
CCOC(=O)CNC(=O)CSc1ccc2nnc(-c3ccncc3)n2n1	-3.7	-5.4	-0.2
Cc1nc(N2CCN(C(=O)c3ccccc3C(F)(F)F)CC2)cc(-n2ccnc2)n1	-2.6	-10.3	-13.7
O=C(CCN1CCc2sccc2C1c1cccc(F)c1)N1CCN(C(=O)c2cccs2)CC1 (stereo not given)	-3.4	-6.9	6.4
CCc1ccccc1-n1c(C)c(C)n2c3c(=O)n(C(C)C(C)=O)c(=O)n(C)c3nc12 (stereo not given)	6.9	.	-2.5
CNc1nn(CC(=O)NCc2ccccc2Cl)c(N)c1-c1nc(-c2ccccc2C)no1	-8.0	-8.8	.
CN(C)C(=O)CSc1nnc(-c2cccnc2)n1Cc1ccco1	-5.2	.	3.0
CCOC(=O)C1(CC2CCCCO2)CCN(C(=O)c2n[nH]c3ccc(C)cc23)CC1 (stereo not given)	-8.4	.	19.1
Cc1noc(-c2ccc(C(C)(C)C)cc2)c1C(=O)NCC1CCCO1 (stereo not given)	-10.5	-11.2	6.7
